Lipid droplet – hepatic lipid droplet formation modulation | AML12 mouse hepatocytes, oleate lipid droplets, BODIPY imaging | hit rate 0.4% among 240,000 | inhibition, % at 6.5 µM;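 active = lipid droplet intensity inhibited by at least 50%, with more than 500 cells counted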
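Material – mouse AML12 hepatocyte cell line, fixed after treatment · Compound dosing – one dose, 6.5 µM compound · Times – compound with oleate, overnight · Measured by – Image-based BODIPY and DAPI two-channel analysis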
UTI89 phage lysis – protection from phage-mediated lysis, alamar blue read-out – E. coli UTI89, K1F phage, bacterial capsule biogenesis inhibitors (AID 488966); E. coli UTI89 K1F phage lysis, alamar blue, 2 h; higher % means a stronger effect; inhibition, % at 100 µM, or IC50 in µM where a hit was titrated; hit rate 0.02% among 340,000;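 active = phage lysis inhibition, versus mean bacterial control, above a set limit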;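 also: capsule biogenesis inhibitors block K1F phage lysis so surviving cells raise fluorescence; higher fluorescence means more inhibition of phage lysis; actives were called in the ten point dose series up to 300 µM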
Siah-1 displacement – Siah-1 peptide-binding antagonists, primary screen, biochemical, fluorescence polarization, rhodamine-plectin, uHTS (AID 1817); displacement, % at 20 µM, or IC50 in µM where a hit was titrated; hit rate 0.02% among 290,000; Siah-1 / rhodamine-plectin peptide fluorescence polarization; higher % means a stronger effect;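 active = displacement of at least 50% at 20 µM, with a fluorescence ratio check between 0.3 and a set limit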;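 also: plate controls were Siah plus tracer with DMSO for no effect and tracer alone without Siah for full effect; strong numbers were not always called active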
Lipid droplet cells 6.5 µM – further read-out of Lipid droplet, marked with its call; cell count; measured here: cell count, cytotoxicity flag;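 cells counted across two imaged fields per well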
* hit, by the source's call; [ ] = remark or other dose. An excerpt. The share of hits here may be higher or lower than overall.

SMILES	Lipid droplet	Lipid droplet cells 6.5 µM	UTI89 phage lysis	Siah-1 displacement
O=C(CCS(=O)(=O)c1ccc(F)cc1)N1CCOCC1	0	781	0.2%	4%
CCOc1ccc(NC(=O)c2ccc3c(=O)n4c(nc3c2)CCCCC4)cc1	4	734	-0.4%	-3%
CC(C)[C@H](NC(=O)N1CCn2c1nc1ccccc12)C(=O)N1CCCCC1	1	693	0.1%	-1%
CCC(=O)Nc1c(-c2ccc(Cl)cc2)c(=O)c2ccccc2n1C	-8	810	1.6%[50 µM]	0%
COc1ccccc1NC(=O)C1CCCN(S(=O)(=O)c2ccc3c(c2)CC(C)N3C(C)=O)C1 (stereo not given)	0	617	0.6%	-2%
O=C(Cc1ccccc1Cl)Nc1ccc(S(=O)(=O)Nc2nccs2)cc1	-12	862	-0.3%[50 µM]	7%
Cc1c(C(=O)Nc2cccnc2)oc2ccc(Br)cc12	-1	822	0.2%	2%
C=CCC1(CC=C)CCCN1C(=O)C1CCC(=O)N(CCc2ccc(OC)cc2)C1 (stereo not given)	-31	582	-0.1%	1%
CNCc1c(OCc2ccccc2)ccc2ccccc12	-2	785	0.2%	6%
CCn1ncc(S(=O)(=O)N2CCN(c3cccc(OC)c3)CC2)c1C	-4	826	0.0%	5%
Cc1cc(Br)ccc1S(=O)(=O)NCc1ccccc1	-8	826	-0.1%	2%
O=S(=O)(c1cccc(Cn2nnc(-c3ccc(F)cc3)n2)c1)N1CCOCC1	11	665	-0.1%	6%
Cc1cc(C)c(C(=O)N2CCCC(N3CCN(c4ccc(F)cc4)CC3)C2)o1 (stereo not given)	10	878	0.0%	-4%
CCN(CC)c1ncnc2c1cnn2Cc1ccc(C)cc1	8	830	0.4%[50 µM]	-1%
O=C(O)c1cc(N/N=C/c2cccc3ccccc23)ccc1Cl	-17	804	-0.8%	0%
COc1ccc(C(=O)NCC(=O)N/N=C/c2cccnc2)cc1OC	-7	746	-0.2%	2%
O=C1C(=O)N(Cc2cccs2)c2ccccc21	-1	766	7.4%	9%
CCN1CCCC1CNC(=O)c1ccc2c(c1)NC(=O)/C(=C\c1ccc(C)cc1)S2 (stereo not given)	-2	764	1.1%	-5%
O=C(O)CSc1nnc(-c2ccc(Cl)cc2)n1-c1ccccc1	-1	831	-0.1%	2%
COc1ccc(NC(=O)CN2C(=O)CC(C)S(=O)(=O)c3ccccc32)cc1 (stereo not given)	10	718	-0.1%	0%
CC(=O)c1cccc(S(=O)(=O)Nc2cccnc2)c1	-13	738	-0.1%	3%
CCc1cccc(NC(=O)CCc2c(C)nn(-c3ccc(N4CCOCC4)nn3)c2C)c1	5	690	0.6%	1%
CC(C)NC(=O)C1CCN(Cc2cccc(Oc3ccccc3)c2)CC1	-9	829	0.2%	9%
Cc1cc(C)nc(/N=C(\N)Nc2ccc(OCCC(C)C)cc2)n1	-11	791	5.5%	-1%
O=c1c(-c2ccccc2)nnc2sc(COc3ccc(Br)cc3)nn12	-23	848	-0.5%[50 µM]	5%
NS(=O)(=O)OCCCc1ccc(C(F)(F)F)cc1	11	830	-1.6%	-3%
CNc1nc2c(c(=O)n(C)c(=O)n2C)n1CCCc1ccccc1	4	817	0.7%	2%
COC(=O)CCC(=O)Nc1ccc2oc3c(c2c1)CCCC3	-9	840	-2.1%	15%
CCOc1ccc(N(CC(=O)N2CCCCCC2)S(=O)(=O)c2ccc(F)cc2)cc1	-16	672	0.0%	8%
COc1ccc(CCNC(=O)c2cc(-c3ccncc3)nc3ccc(S(=O)(=O)N4CCOCC4)cc23)cc1OC	-18	769	0.1%	2%

3 compounds out of the list above, sorted by the value under Siah-1 displacement, descending:
smiles | Siah-1 displacement
O=C1C(=O)N(Cc2cccs2)c2ccccc21 | 9%
CCc1cccc(NC(=O)CCc2c(C)nn(-c3ccc(N4CCOCC4)nn3)c2C)c1 | 1%
CCN1CCCC1CNC(=O)c1ccc2c(c1)NC(=O)/C(=C\c1ccc(C)cc1)S2 (stereo not given) | -5%

(cont.)
SMILES	Lipid droplet	Lipid droplet cells 6.5 µM	UTI89 phage lysis	Siah-1 displacement
O=C(c1ccc(F)cc1)N1CCN(C2=NS(=O)(=O)c3ccccc32)CC1	-2	818	0.1%	0%
COC(=O)C1=CN(Cc2ccc(OC)c(OC)c2)C=C(C(=O)OC)C1c1cccc(F)c1	5	772	-0.3%	2%
CCCSc1nc2sc3c(c2c(=O)n1-c1ccc(OC)cc1)CCN(C)C3	11	816	-0.1%	2%
O=C1c2cccnc2C(=O)N1Cc1ccc(F)cc1S(=O)(=O)NCc1ccco1	-2	762	0.4%	1%
CC(=O)CCC(=O)N1CCCC(N2CCN(c3cccc(Cl)c3)CC2)C1 (stereo not given)	22	827	1.7%	-4%
O=C1CCCCC1Oc1ccc2ccc(=O)oc2c1 (stereo not given)	-1	827	0.1%	4%
O=C(NCc1cccnc1)Nc1cc(Cl)cc(Cl)c1	-2	857	0.0%[50 µM]	2%
CC(=O)c1ccc(OCC(O)CN2CCN(S(=O)(=O)c3cccc(Br)c3)CC2)cc1 (stereo not given)	-14	804	-0.1%	12%
CN(CC(=O)NCc1ccc(F)cc1)Cc1ccc(Br)cc1	-16	835	0.7%	1%
CCOCc1nnc(NC(=O)CCC2CCCCC2)s1	0	842	0.8%	2%
CC1(C)Cc2c(sc(NC(=O)c3ccc(S(=O)(=O)N4CCCCCC4)cc3)c2C#N)C(C)(C)N1	-1	790	0.1%	-1%
O=C(O)C1Oc2cc3ccccc3cc2O1	-2	828	0.4%	12%
O=[N+]([O-])c1ccc(S(=O)(=O)N2CCN(C3CCN(Cc4ccccc4)CC3)CC2)cc1	10	841	0.0%	8%
COc1ccc(C)cc1NS(=O)(=O)c1ccc(-c2cnc(C3CC3)o2)cc1	-182	326	0.0%	6%
Cc1noc(C)c1C(=O)NCCc1c(C)[nH]c2ccccc12	16	763	0.3%	-4%
COc1ccc(NS(=O)(=O)c2ccc3c(c2)N(C(C)=O)CCS3)cc1	-1	720	0.0%	-7%
O=C(COc1ccc2c3c(c(=O)oc2c1)CCC3)NCC1CCC(C(=O)O)CC1 (stereo not given)	-1	768	0.2%	8%
Cc1ccc(-c2csc(Nc3ccccn3)n2)cc1	6	813	0.6%	2%
CCOc1ccccc1NS(=O)(=O)c1cc2c3c(c1)CC(=O)N3CCC2	-2	712	0.1%	8%
COc1cccc(OCc2cc(C(=O)N3CCN(C(=O)c4ccco4)CC3)no2)c1	-17	711	1.1%	1%
CCOC(CNC(=O)C1CCN(S(=O)(=O)c2ccc3nc4c(c(C(=O)O)c3c2)CCCCC4)CC1)OCC	0	728	-0.1%	5%
Cc1cccc(NC(=O)C2CCN(S(=O)(=O)c3cccc4nonc34)CC2)c1	1	826	0.2%	-6%
COc1cccc(NC(=O)CN2C(=O)NC(C)(c3ccc(C)cc3)C2=O)c1 (stereo not given)	-27	809	-0.1%	-6%
COc1ccccc1-c1ccc2nnc(SC)n2n1	-1	737	0.4%	2%
CC(=O)c1c(C)oc2ccc(NS(=O)(=O)c3ccc(C(=O)O)cc3)cc12	-15	498	0.2%	-2%
O=[N+]([O-])c1cc([N+](=O)[O-])c2oc(-c3ccccc3)c(Br)c2c1O	-5	780	0.6%	-4%
O=C(Nc1ccncc1)C1CCN(S(=O)(=O)c2ccccc2C(F)(F)F)CC1	7	850	-0.2%	-4%
CC(C)c1nnc(NC(=O)CCC(=O)NCc2ccccc2Cl)s1	-6	708	0.1%	44%
CCOc1ccc(S(=O)(=O)N2CCC(C(=O)NCc3ccncc3)CC2)cc1	-6	806	0.1%	-2%
COC(=O)c1sccc1NS(=O)(=O)c1ccccc1	-8	873	-0.2%[50 µM]	1%
COc1ccc(C(=O)NC2CC2)cc1OC1CCN(Cc2ccc(SC)cc2)CC1	0	738	0.2%	-1%
O=C1NC2(CCCCC2)C(=O)N1c1ccc(Cl)cc1	3	840	0.0%	4%
Cc1ccc(NS(=O)(=O)c2ccc3[nH]c(=O)oc3c2)c(C)c1	-3	631	0.0%	3%
COc1ccc(C2C(C(=O)c3ccco3)=C(O)C(=O)N2CCN2CCOCC2)c(OC)c1 (stereo not given)	13	800	0.5%	-1%
O=CN1CCN(C(=O)CC(c2ccccc2)c2cc(Br)ccc2O)CC1 (stereo not given)	11	833	2.1%	8%
O=C(NCc1ccc(Cl)cc1)C1CCC(CNS(=O)(=O)c2ccccc2)CC1 (stereo not given)	19	854	0.0%	7%
Cc1cc(C(=O)O)cc(S(=O)(=O)NNC(=O)c2cccs2)c1C	-3	785	0.3%	-2%
COCCN(C(=O)COC(=O)C1=COCCO1)c1c(N)n(Cc2ccccc2)c(=O)[nH]c1=O	0	851	0.1%	-2%
C=CCn1c(Cc2cccs2)nnc1SCC(=O)NC1CC1	24	716	-0.6%[50 µM]	1%
COc1ccc(CC(=O)NNC(=O)c2ccccn2)cc1	-2	861	6.9%	2%
CCOc1ccc(NC(=O)c2ccc(Cl)c(NC(=O)c3ccco3)c2)cc1	6	836	1.7%	3%
COc1ccc(S(=O)(=O)N(C)c2ccc(C(=O)N3CCN(C)CC3)cc2)cc1	-8	803	1.6%[50 µM]	-3%
CCC(C)[C@H](NC(=O)C1CC(=O)N(c2ccc3c(c2)OCCO3)C1)C(=O)N1CCCCC1 (stereo not given in full)	14	746	0.5%	10%
CN(CCCC(=O)Nc1ccc(OC(F)F)cc1)S(=O)(=O)c1ccc(F)cc1	-3	833	0.1%	-5%
Oc1ccc(Br)cc1-c1ccnn1-c1ccccc1	4	822	-0.2%	-8%

Only Lipid droplet, for some of the entries so far:
Compound	Lipid droplet
O=C1C(=O)N(Cc2cccs2)c2ccccc21	-1
Oc1ccc(Br)cc1-c1ccnn1-c1ccccc1	4
O=C(NCc1cccnc1)Nc1cc(Cl)cc(Cl)c1	-2
COc1cccc(NC(=O)CN2C(=O)NC(C)(c3ccc(C)cc3)C2=O)c1 (stereo not given)	-27
COc1ccc(NC(=O)CN2C(=O)CC(C)S(=O)(=O)c3ccccc32)cc1 (stereo not given)	10

(continued)
SMILES	Lipid droplet	Lipid droplet cells 6.5 µM	UTI89 phage lysis	Siah-1 displacement
CC(=O)N1CCN(C(=O)c2ccc3c(c2)S(=O)(=O)c2ccccc2C3=O)CC1	-2	831	0.0%	-5%
Cc1cc(/C=C2\SC(=O)N(C)C2=O)c(C)n1-c1ccc(S(N)(=O)=O)cc1	2	812	-0.2%	1%
CCOC(=O)N1CCC(NC(=O)CS(=O)Cc2nc(-c3ccc(Cl)cc3)oc2C)CC1 (stereo not given)	-17	650	0.1%	2%
COc1ccc(CNC(=O)CN(C(=O)CCC(=O)Nc2ccccn2)c2ccc(C)cc2)cc1	-28	762	-0.1%	3%
CCCn1c2ccccc2c2cnn(CC(=O)NCCCN3CCCC(C)C3)c(=O)c21 (stereo not given)	-6	626	0.3%	-4%
CC(C)(C)CC(=O)Nc1cc2c3c(c1)CC(=O)N3CCC2	5	789	0.5%	-3%
Cc1ccc(OCC(=O)Nc2ccc3c(c2)C(=O)N(CCC(=O)O)C3=O)cc1	-3	676	-0.1%	4%
O=C(N/N=C(\c1ccccc1)c1cccnc1)c1cccc(F)c1	-20	591	3.8%[50 µM]	-1%
C/C(=N\Nc1ccc(C)c(Cl)c1)c1cccnc1	11	840	0.3%	-4%
Cc1ccc(NC(=O)C2CCC(CNC(=O)[C@@H]3Cc4ccccc4CN3)CC2)c(C)c1 (stereo not given in full)	-50	741	0.2%	-2%
O=S(=O)(c1ccc(Br)cc1)N1CCCc2ccccc21	-2	810	0.0%	-3%
O=C(CN1CCCCCC1)Nc1ccc(Cl)cn1	-2	812	0.0%	-3%
CCOCCc1nnc(NC(=O)C2CC(=O)N(CCc3ccc(F)cc3)C2)s1 (stereo not given)	8	729	0.0%	2%
CCCCSc1nc2sc3c(c2c(=O)n1-c1ccc(OC)cc1)CCN(C)C3	10	807	1.3%	0%
COc1ccccc1CNC(=O)c1ccc(CS(=O)Cc2cccc(Cl)c2)o1 (stereo not given)	-15	723	0.2%	4%

Shown with two lines to a compound: part of the list above.
Values run as follows: Lipid droplet	Lipid droplet cells 6.5 µM	UTI89 phage lysis	Siah-1 displacement
> CC(C)c1nnc(NC(=O)CCC(=O)NCc2ccccc2Cl)s1
    -6	708	0.1%	44%
> CCOc1ccc(S(=O)(=O)N2CCC(C(=O)NCc3ccncc3)CC2)cc1
    -6	806	0.1%	-2%
> COC(=O)c1sccc1NS(=O)(=O)c1ccccc1
    -8	873	-0.2%[50 µM]	1%
> COc1ccc(C(=O)NC2CC2)cc1OC1CCN(Cc2ccc(SC)cc2)CC1
    0	738	0.2%	-1%
> O=C1NC2(CCCCC2)C(=O)N1c1ccc(Cl)cc1
    3	840	0.0%	4%

(next part)
SMILES	Lipid droplet	Lipid droplet cells 6.5 µM	UTI89 phage lysis	Siah-1 displacement
CCn1cnc2c1c(=O)n(CC(=O)O)c(=O)n2Cc1ccccc1	0	849	0.5%	-7%
CC(=O)Nc1ccc(NC(=O)CSc2cn(CC(=O)N3CCOCC3)c3ccccc23)cc1	-11	660	0.0%	0%
CC1CC(C)CN(C(=O)CCC(=O)Nc2nnc(C3CCCCC3)s2)C1 (stereo not given)	2	693	0.3%	-2%
CCOC(=O)C1CCCN(C(=O)c2ccc(C)c(NC(=O)C3=C(C)OCCS3)c2)C1 (stereo not given)	-1	690	0.8%	4%
COc1ccc(C(=O)NCCNc2ccc([N+](=O)[O-])cc2)cc1OC	15	795	0.0%	0%

Screening results (PubChem)
